Screening results (PubChem)
NLRP3 yeast inh: NALP3 inhibition in yeast | Yeast reconstituted NLRP3/ASC/caspase-1, beta-gal luminescence, 24 h | inhibition, % at 10 µM | AID 2825 | actives 0.39% (n = 330,000);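 active = inhibition of 50% or more; inactive = inhibition below 50%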;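 also: plate controls were induced DMSO wells for no effect and uninduced yeast grown without galactose for full effect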
hIAP inh: human IAP inhibition; P09923; actives 0.12% (n = 330,000); purified IAP, CDP-Star luminescence, 30 min; inhibition, % at 10 µM;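 active = inhibition reaching a set limit with compound at 10 µM in the primary screen, cut at about 35% in these data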;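 also: plate controls were DMSO wells with enzyme for no effect and no-enzyme buffer wells for full effect; values of inactives mirror those of a sister screen read the other way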
hIAP activ: human IAP activation; P09923; purified human IAP, CDP-Star luminescence, 30 min; stronger effect = higher value; 1 = vehicle-only enzyme, 0 = enzyme-free background; activation factor at 10 µM; actives 0.16% (n = 330,000);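 active = activation factor of the enzyme at least 2-fold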; also: the source names both 10 and 20 µM as test concentration; values of inactives mirror those of a sister screen read the other way
tim10-1 inh: inhibits growth of tim10-1 mutant yeast. S. cerevisiae tim10-1 ts strain growth, BacTiter-Glo, 24 h. actives 2.2% (n = 330,000). inhibition, % at 20 µM. AID 463190;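 active = inhibition of at least 40%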;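 also: mutant grown at 25 °C; 0% = DMSO wells with yeast and 100% = wells holding no yeast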
TIM10 inh: growth inhibitors of TIM10 yeast strain; S. cerevisiae TIM10 strain growth, BacTiter-Glo luminescence, 24 h; inhibition, % at 10 µM; actives 1.4% (n = 330,000);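 active = inhibition of 40% or more at the single tested concentration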;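 also: wild-type TIM10 isogenic control strain grown at permissive 25 °C; 0% = DMSO yeast wells and 100% = minimal medium wells without yeast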
mIAP activ: mouse IAP activation | activation factor at 10 µM | actives 0.24% (n = 330,000) | muIAP, CDP-Star luminescence, 30 min; stronger effect = higher value; 1 = vehicle-only enzyme signal, 0 = enzyme-free wells;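 active = activation factor of at least 2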; also: the source names both 10 and 20 µM as test concentration; values of inactives mirror those of a sister screen read the other way
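Assay system: mouse IAP enzyme; reagent: chemiluminescent substrate CDP-Star; dosing: test compounds delivered from DMSO solution; schedule: 30 min at room temperature; measured by: luminescence from enzymatic CDP-Star hydrolysis; controls: DMSO-only wells and no-enzyme negative control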
Apaf-1 inh: inhibitors of human Apaf-1 apoptosome. reconstituted apoptosome caspase-3 activity, DEVD-Rh110 fluorescence. inhibition, % at 20 µM. actives 0.71% (n = 330,000); active = inhibition of at least 40% at 20 µM;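 also: plate controls were DMSO wells for no effect and DEVD-CHO caspase inhibitor wells for full effect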
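Assay system – apoptosome proteins · Medium – Hepes buffer, pH 7.5 · Also added – cytochrome c with DEVD-Rh110 · Timing – 30 min compound preincubation, 50 min activation, room temperature · Detection – Rh110 fluorescence, excitation 480 nm, emission 540 nm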
mIAP block: blocks mouse intestinal alkaline phosphatase. purified mouse IAP, CDP-Star luminescence, 30 min. actives 0.2% (n = 330,000). inhibition, % at 10 µM;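 active = inhibition of at least 40% at 10 µM in the primary screen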;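 also: plate controls were DMSO with enzyme for no effect and no enzyme wells for full effect; values of inactives mirror those of a sister screen read the other way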
ATG4B inh: blocks human ATG4B protease cleavage of LC3 substrate. Q9Y4P1. ATG4B cleavage of LC3-PLA2, NBD-HPC fluorescence, 1 h. inhibition, % at 8.33 µM. actives 0.51% (n = 340,000). AID 504462; in the data active = inhibition above about 40%
* = called active by the depositor.

SMILES	NLRP3 yeast inh	hIAP inh	hIAP activ	tim10-1 inh	TIM10 inh	mIAP activ	Apaf-1 inh	mIAP block	ATG4B inh
Cc1nonc1CN(C)C(=O)CC1C(=O)NCCN1Cc1ccc(F)c(F)c1 (centres undefined)	2	8	0.92	11	-1	1	5	-4	4
C=CCSc1nnc2c(n1)OC=Nc1ccc(Br)cc1-2	7	-2	1	4	24	0.98	5	2	-6
O=C(c1ccc(-c2cccc(Cl)c2Cl)o1)N1CCOCC1	-16	7	0.93	44*	22	1.1	6	-11	-13
Cc1cc(C)cc(C(=O)N[C@@H](C)C(=O)N2CCC3(CC2)NCCc2[nH]cnc23)c1	3	-17	1.2	1	6	0.96	1	4	2
COc1ccc2c(c1)CCCC21NC(=O)N(CC(=O)NC(=O)NCc2ccccc2)C1=O (centres undefined)	-1	-3	1	12	-5	1	0	-4	-2
Cc1nn(-c2ccccc2)c(C)c1NC(=O)COC(=O)CCCOc1ccccc1	-4	6	0.94	7	-3	0.97	9	3	-12
CCOC(=O)C(C)Oc1cccc2c(=O)n(CC(=O)N3CCN(C(=O)OCC)CC3)ccc12 (centres undefined)	4	5	0.95	-15	-7	0.89	-1	11	-20
CCOc1cc(/C=C(\C#N)C(=O)NCC2CCCO2)ccc1OCC(N)=O (centres undefined)	17	-8	1.1	14	0	0.92	-11	8	-6
CC1CCN(C(=O)CSc2nc3cccnc3n2C)CC1	10	0	0.99	1	10	1	3	-1	13
Cc1cc(CN2CCN(CCC#N)CC2)c(O)c(C2(C)CCCCC2)c1	22	9	0.91	34	26	0.96	18	4	1
COCCN(CCOC)S(=O)(=O)c1ccc(C(=O)Nc2ccc([N+](=O)[O-])cc2OC)cc1	15	11	0.89	2	12	0.94	-3	6	-10
CC(=O)/C=C1/SC(CC(=O)O)C(=O)N1c1ccccc1 (centres undefined)	7	-8	1.1	18	4	0.99	-11	1	7
CCOC(=O)c1sc(C)c2c(=O)n(CCCN3CCOCC3)cnc12	-3	-6	1.1	5	0	1	5	-3	-8
COc1ccc(S(=O)(=O)N2CCCCC2)cc1NC(=O)Cn1cnc2c1c(=O)n(C)c(=O)n2C	4	12	0.88	6	5	1	-5	-2	-6
COc1ccc(C(=O)NCCCCNC(=O)c2ccc(OC)c(OC)c2)cc1OC	20	-7	1.1	-17	1	1	2	-4	1
COc1ccccc1NS(=O)(=O)c1cccc(C(=O)NCc2ccncc2)c1	8	14	0.86	-3	1	0.93	5	8	2
COc1cccc(-n2c(=O)c3c(C)c(C(=O)N(C)C)sc3n(CC(=O)NCCc3ccc(OC)c(OC)c3)c2=O)c1	4	-2	1	3	-5	0.98	-5	2	0
Cc1c(CCO)c(=O)n(-c2ccccc2)n1S(=O)(=O)c1ccc(Cl)cc1	3	-26	1.3	20	13	1.1	1	-10	-13
CC1(C(=O)NCCCN2CCOCC2)Oc2cccnc2NC1=O (centres undefined)	-4	-9	1.1	-6	-11	0.88	-7	12	3
Cc1cccc(OCC(=O)NNC(=O)c2ccc([N+](=O)[O-])cc2)c1	21	-30	1.3	-9	0	0.83	-13	17	3
CCOCCOc1nc(C)cc(C)c1S(=O)(=O)c1ccccc1C	-4	-2	1	35	9	1	8	-2	5
Cc1ccc(S(=O)(=O)Nc2c(C)nn(C)c2C)c(C)c1	5	-12	1.1	-27	-12	1	0	-1	8
COc1ccc2nc(SCC(=O)N3CCN(c4ccc(F)cc4)CC3)c(C#N)cc2c1	10	14	0.86	19	19	0.97	28	3	-5
OCCN(/C=N/c1nc(-c2ccc(Br)cc2)cs1)CCO	-13	11	0.89	9	6	0.95	-20	5	0
COc1cc(OC)cc(C(=O)NCCSc2c[nH]c3ccccc23)c1	16	16	0.83	10	10	1.1	-11	-8	16
Cc1cnc(C(=O)OCC(=O)N2CCN(C(=O)c3ccco3)CC2)cn1	3	16	0.84	-12	-5	0.99	-12	0	0
CCc1cc2c(=O)n(C(C)C(=O)OC3CCCCC3)cnc2s1 (centres undefined)	29	5	0.95	11	6	1	7	-4	2
CCN=C(NCC)SC1CC(=O)N(CCc2ccccc2)C1=O (centres undefined)	18	-4	1	-2	-10	1.1	0	-12	1
CCOC(=O)c1cc([N+](=O)[O-])sc1NC(=O)CC	20	10	0.9	-11	-9	0.94	2	6	-4
CCc1nnc(NC(=O)CCC(=O)NC2CCCc3ccccc32)s1 (centres undefined)	8	-1	1	8	-1	1	13	-4	6
Cc1c(NC(=O)CN2CCCc3ccccc32)c(=O)n(-c2ccccc2)n1C	3	10	0.9	11	2	1	-5	0	-4
Cc1cccc(N(C)S(=O)(=O)c2ccc3[nH]c(=O)c(=O)[nH]c3c2)c1	5	12	0.89	8	11	0.99	-14	1	9
CNS(=O)(=O)c1cc(S(=O)(=O)NC)c2cccc3c2c1NC3=O	21	16	0.84	12	-5	1	9	-3	5
COc1ccc(NC(=O)C2CCCN(S(=O)(=O)c3ccc4c(c3)oc(=O)n4C)C2)cc1OC (centres undefined)	8	17	0.83	-10	-2	0.91	2	9	-3
Cc1ccc(COc2cccc3c2CCN(Cc2ccc(F)cc2)C3=O)cc1	11	5	0.95	15	25	1	12	-2	-6
Cc1ccc(C)c(C(=O)CCC(=O)NNC(=O)Cn2nc(C)cc2C)c1	16	-2	1	-2	-3	0.95	1	5	-11
CN(C)S(=O)(=O)c1ccc(N2CCCC2)c(C(=O)NNC(=O)c2ccc(F)cc2)c1	9	-24	1.2	-1	-1	0.96	16	4	-2
COc1ccc(OC)c(S(=O)(=O)NC2CCSc3ccccc32)c1 (centres undefined)	-3	-1	1	6	-5	1	11	-2	1
O=C(Nc1ccc(NC(=O)C2CC2)cn1)c1ccccc1	8	5	0.95	5	5	1	9	-2	3
Cc1ccc(C(=O)O)cc1S(=O)(=O)N1CCSCC1	16	7	0.93	7	1	1	-3	-1	2
NS(=O)(=O)c1ccc(NC(=O)Nc2ccccc2)cc1	13	12	0.88	17	7	1.2	-10	-17	4
Cc1cc(C(=O)OCC(=O)N2CCN(c3ccccc3)CC2)c2ccccc2n1	0	-1	1	30	-4	0.99	14	1	-10
Cc1cccc(N2C(=O)CC(NNc3nc4ccccc4s3)C2=O)c1 (centres undefined)	18	-6	1.1	13	11	0.96	-7	4	-10
Cc1ccc(N(CC(=O)N2CCCC2)S(C)(=O)=O)cc1C	12	-5	1.1	-1	-1	1	3	0	-7
Cc1cccc(NC(=O)c2ccccc2OCC(=O)c2ccccc2)c1	10	6	0.94	31	29	0.99	5	1	1
O=C(COC(=O)c1ccc[nH]c1=O)Nc1ccc2c(c1)OC(F)(F)O2	-3	-3	1	-2	2	1	-18	-5	-1
O=C(OCc1nc2ccsc2c(=O)[nH]1)c1ccccc1	3	-2	1	1	-4	0.96	-4	4	-5
CCn1c2ccccc2c2nnc(SCC(=O)OCN3C(=O)c4ccccc4C3=O)nc21	25	11	0.89	0	11	1	16	-1	-6
O=C(/C=C/c1ccco1)OCC(=O)c1ccc(OC(F)F)cc1	14	1	0.99	18	16	0.94	2	6	8
CCC1CCCCN1C(=O)c1cc(S(=O)(=O)N2CCOCC2)ccc1C (centres undefined)	12	-16	1.2	-5	4	0.96	5	4	2
COc1ccc(OC)c(-c2cc(C(=O)NCc3cccs3)no2)c1	30	11	0.89	7	19	0.89	0	11	26
COc1cc2c(cc1OC)C(C(=O)N1CCOCC1)C(c1cccs1)N(C)C2=O (centres undefined)	4	0	1	8	0	1	-1	-2	-1
O=C(Nc1ccccc1)c1ccc(N2CCN(c3ccccn3)CC2)c(S(=O)(=O)N2CCOCC2)c1	-7	14	0.86	36	19	0.97	12	3	-12
CCOc1ccc(NC(=O)COC(=O)c2cc([N+](=O)[O-])ccc2N2CCOCC2)cc1	21	2	0.98	-12	-28	0.97	12	3	-7
Cc1c(C)c2ccc(OC(C)C(=O)NC3CCN(Cc4ccccc4)CC3)cc2oc1=O (centres undefined)	11	-26	1.3	-1	6	0.94	-5	6	-1
CCN(CC)C(=O)NC1CC(=O)N(c2ccc(OC)cc2)C1 (centres undefined)	3	19	0.81	15	-31	0.99	1	1	4
O=C(CSc1nc(-c2ccco2)cc(C(F)(F)F)n1)Nc1cccnc1	11	2	0.98	18	14	0.98	-2	2	-8
Cc1ccc(S(=O)(=O)N2CCN(C(=O)c3cccs3)CC2)cc1	24	6	0.94	17	4	1	5	-2	-8
Cc1noc(C)c1S(=O)(=O)Nc1ccc(C(=O)N2CCN(c3ccc(F)cc3)CC2)cc1	1	4	0.95	-5	4	1	-3	-3	-3
COc1ccc(/C=N/n2c(SC)nnc(C(C)(C)C)c2=O)cc1	26	4	0.96	7	0	0.99	21	1	-4
Going on with the list.
SMILES	NLRP3 yeast inh	hIAP inh	hIAP activ	tim10-1 inh	TIM10 inh	mIAP activ	Apaf-1 inh	mIAP block	ATG4B inh
COc1cc(C(=O)OCC(=O)Nc2ccc(C(C)=O)cc2)ccc1OCC(=O)N1CCOCC1	14	19	0.81	5	2	1.1	-1	-6	-5
O=C(/C=C\c1cccs1)c1c(O)ccc2ccc(=O)oc12	47	6	0.94	75*	75*	1	-4	-3	30
C=CC[C@@H](CC(=O)N(CCO)Cc1ccccc1)C(=O)N[C@H](COC(=O)[C@@H](CC=C)Cc1ccc(F)cc1)Cc1c[nH]c2ccccc12	3	-12	1.1	6	15	1.1	36	-9	-7
Cc1ccsc1/C=C/c1n[nH]c(=O)c(C#N)c1C	-10	3	0.97	10	-10	1	8	-3	5
N=c1c(C(=O)NCC2CCCO2)cc2c(=O)n3ccccc3nc2n1Cc1ccccc1 (centres undefined)	17	-7	1.1	19	-34	0.98	4	2	3
O=C(CSc1nc(-c2ccco2)cc(C(F)(F)F)n1)NN1CCOCC1	13	6	0.94	2	11	1	-5	-3	-7
O=C(NCC(=O)N(c1ccccc1)C(C(=O)NCC1CCCO1)c1ccccc1)c1ccco1 (centres undefined)	10	16	0.84	11	4	0.91	7	9	-18
COc1ccc(NC(=S)NCc2cccnc2)cc1OC	7	-2	1	-4	0	1	0	0	-1
Cc1ccc(-c2nc(CN(C)C(C3CC3)C3CC3)c(C)o2)cc1	19	-9	1.1	12	3	0.96	16	4	1
Cc1ccccc1OCC(=O)N/N=C/c1ccc2c(c1)OCCO2	11	0	1	-16	6	0.98	-5	2	-6
COc1ccc(OCC(=O)NCC(c2ccc(OC)cc2)N2CCCCC2)cc1 (centres undefined)	14	6	0.94	16	4	0.97	-5	2	-3

Entries listed so far containing an NH in an aromatic ring, in the order listed:
SMILES	NLRP3 yeast inh	hIAP inh	hIAP activ	tim10-1 inh	TIM10 inh	mIAP activ	Apaf-1 inh	mIAP block	ATG4B inh
Cc1cc(C)cc(C(=O)N[C@@H](C)C(=O)N2CCC3(CC2)NCCc2[nH]cnc23)c1	3	-17	1.2	1	6	0.96	1	4	2
COc1cc(OC)cc(C(=O)NCCSc2c[nH]c3ccccc23)c1	16	16	0.83	10	10	1.1	-11	-8	16
Cc1cccc(N(C)S(=O)(=O)c2ccc3[nH]c(=O)c(=O)[nH]c3c2)c1	5	12	0.89	8	11	0.99	-14	1	9
O=C(COC(=O)c1ccc[nH]c1=O)Nc1ccc2c(c1)OC(F)(F)O2	-3	-3	1	-2	2	1	-18	-5	-1
O=C(OCc1nc2ccsc2c(=O)[nH]1)c1ccccc1	3	-2	1	1	-4	0.96	-4	4	-5
C=CC[C@@H](CC(=O)N(CCO)Cc1ccccc1)C(=O)N[C@H](COC(=O)[C@@H](CC=C)Cc1ccc(F)cc1)Cc1c[nH]c2ccccc12	3	-12	1.1	6	15	1.1	36	-9	-7
Cc1ccsc1/C=C/c1n[nH]c(=O)c(C#N)c1C	-10	3	0.97	10	-10	1	8	-3	5
